Bioassay records deposited in PubChem BioAssay by several laboratories.
PKA-R2B act – PKA-R2B complex activation; PKA-R2B holoenzyme dissociation, Cy5-IP20 fluorescence polarization; R2B truncated from residue 108, S112A mutant; 0% DMSO only, 100% 113 µM cGMP; activation, % at 11.4 µM; AID 504700; P22694+P31323; hit rate 0.079% among 340,000;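 active means activation above a cutoff set at the mean over all compounds plus 3 SD, cut at about 18% in these data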;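 further: higher means more holoenzyme dissociation and a rise in polarization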
Target sequence (P31323 whole entry, looked up, other chains not shown, the tested form may be a part): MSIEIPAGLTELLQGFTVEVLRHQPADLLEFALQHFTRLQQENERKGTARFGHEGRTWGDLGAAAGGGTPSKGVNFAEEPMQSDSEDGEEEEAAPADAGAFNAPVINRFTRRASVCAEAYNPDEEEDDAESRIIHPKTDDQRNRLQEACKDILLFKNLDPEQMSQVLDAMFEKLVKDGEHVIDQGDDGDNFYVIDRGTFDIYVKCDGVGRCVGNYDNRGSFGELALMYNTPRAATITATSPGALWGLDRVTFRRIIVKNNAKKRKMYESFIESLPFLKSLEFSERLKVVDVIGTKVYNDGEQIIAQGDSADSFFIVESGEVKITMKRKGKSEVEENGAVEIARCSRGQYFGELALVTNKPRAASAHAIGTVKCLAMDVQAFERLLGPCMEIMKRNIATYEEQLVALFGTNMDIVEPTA
Arr AP2 block – inhibitors of human beta-arrestin and AP2 interaction; FITC-arrestin peptide / GST-AP2 beads, flow cytometry; AP2 beta2 appendage carries R879A mutation; inhibition, % at 10 µM; hit rate 0.31% among 340,000; AID 504490;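 active means inhibition above a set limit, near 3 SD of compounds lacking own fluorescence, cut at about 54% in these data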;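 further: plate controls were DMSO wells for no effect and 5 µM unlabelled arrestin peptide for full effect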
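Assay system: GST-AP2 R879A bound to glutathione beads, E. coli-expressed; Medium: PBS with 0.05% Tween 20 and 0.1% BSA; Also added: fluorescein-tagged arrestin peptide at 50 nM final; Timing: 12 min plus 1 h, RT; Measured by: flow cytometry, FL1 (488/535 nm); Evaluation: percent drop in bead-associated FITC signal.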
C-LANA FP – inhibitors of KSHV LANA C-terminal domain DNA binding; MBP-C-LANA/FAM-LBS DNA binding, fluorescence polarization; inhibition, % at 9 µM; hit rate 0.078% among 340,000;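 active means highest replicate inhibition at or above 60% at 9 µM, even if other replicates fall short; inactive means all replicates below 60% inhibition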;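 further: 0% = neutral control wells and 100% = 4 µM acridine orange control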
Keap1-Nrf2 PPI – disrupts human Keap1 binding to Nrf2 peptide; Q14145; Keap1 Kelch-Nrf2 peptide fluorescence polarization, 1536-well; inhibition, % at 9.4 µM; hit rate 0.15% among 340,000; in the data active means inhibition above about 12%;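 further: human Keap1 Kelch domain with fluorescein labeled Nrf2 9mer peptide probe; 0% = neutral control wells and 100% = peptide positive control; higher means more block of Keap1 binding to Nrf2 peptide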
NSD2 inh – inhibitors of human histone methyltransferase NSD2; inhibition, % at 12.5 µM; hit rate 0.54% among 310,000; O96028; NSD2 peptide methylation, AlphaScreen, 120 min; in the data active means inhibition above about 50%
DAGLB inhibitor – diacylglycerol lipase beta (human) inhibition | HEK293T DAGLB membrane lysate, EnzChek fluorogenic substrate | Q8NCG7 | inhibition, % at 5.17 µM | hit rate 0.059% among 340,000 | AID 504411; in the data active means inhibition above about 34%;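 further: 0% = enzyme with vehicle and 100% = wells lacking enzyme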
RTF Ca sens inh – cardiac RTF calcium desensitization; P19429+P45379; IANBD-labeled cardiac RTF, Ca2+ fluorescence; inhibition, % at 7.15 µM; hit rate 0.12% among 340,000;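 active means inhibition above the mean inhibition of all tested compounds plus 3 SD, cut at about 17% in these data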;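 further: assay run at fixed EC70 calcium of 1.6 mM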
PvdQ acylase – P. aeruginosa PvdQ acylase inhibition | inhibition, % at 10 µM | AID 488965 | purified PvdQ acylase, fluorescence plate reader | hit rate 0.063% among 340,000; in the data active means inhibition above about 30%, passing the limit was not always enough;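 further: 0% = vehicle neutral wells and 100% = reference inhibitor wells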
SR-BI DiI-HDL act – SR-BI HDL lipid transfer activation. CHO ldlA[mSR-BI] cells, DiI-HDL uptake fluorescence, 3 h; 100 = double the neutral-control signal. activation, % at 12.5 µM. hit rate 0.096% among 320,000. AID 504775;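 active means mean replicate activation of at least 60% and every replicate at or above 60%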;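 further: 0% = median plate neutral-control signal and 100% = twice that signal; values of inactives mirror those of a sister screen read the other way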
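Material: SR-BI-overexpressing, LDLR-lacking CHO cells; schedule: compound exposure 3 h, 37 °C; reagent: DiI-labelled HDL at 10 µg/mL final; technique: bottom-read fluorescence, 550/595 nm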
SR-BI DiI inh – mouse SR-BI HDL lipid transfer inhibition. Q61009. ldlA[mSR-BI] CHO cells, DiI-HDL uptake fluorescence, 3 h. inhibition, % at 12.5 µM. hit rate 0.96% among 320,000;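 active means mean replicate inhibition of at least 70% and a set share of replicates each scoring 70 or more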;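 further: 0% = median of neutral control wells and 100% = median of positive control wells; values of inactives mirror those of a sister screen read the other way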
Target sequence (Q61009 whole entry, looked up): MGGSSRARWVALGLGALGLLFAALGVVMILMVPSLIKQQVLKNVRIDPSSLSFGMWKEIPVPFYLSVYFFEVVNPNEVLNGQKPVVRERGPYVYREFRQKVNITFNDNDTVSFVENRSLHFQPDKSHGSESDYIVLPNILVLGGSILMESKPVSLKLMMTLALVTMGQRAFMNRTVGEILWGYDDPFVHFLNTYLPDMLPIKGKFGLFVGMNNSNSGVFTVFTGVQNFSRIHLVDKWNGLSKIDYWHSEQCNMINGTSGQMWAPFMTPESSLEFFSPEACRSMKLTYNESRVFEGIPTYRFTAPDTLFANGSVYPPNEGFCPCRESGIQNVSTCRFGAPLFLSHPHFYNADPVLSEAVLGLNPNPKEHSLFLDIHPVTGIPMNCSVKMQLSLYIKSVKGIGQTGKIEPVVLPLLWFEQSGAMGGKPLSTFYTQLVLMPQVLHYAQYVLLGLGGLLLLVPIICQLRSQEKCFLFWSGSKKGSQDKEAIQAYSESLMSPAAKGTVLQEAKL
The depositor's hits bear a star; · = no result given. No enrichment for hits (roughly 2.1% active in at least one column).

SMILES	PKA-R2B act	Arr AP2 block	C-LANA FP	Keap1-Nrf2 PPI	NSD2 inh	DAGLB inhibitor	RTF Ca sens inh	PvdQ acylase	SR-BI DiI-HDL act	SR-BI DiI inh
CCOC(=O)C1(Cc2cccc(Cl)c2)CCCN(C(=O)c2cccnc2)C1 (centres undefined)	3	9	-1.5	-3	0	0	-4	-15	16	-16
CCN1CCN(C(=O)CCc2nnc(CCc3c[nH]c4ccccc34)o2)[C@@H](C)C1=O	-3	7	-0.3	-6	0	-4	-12	-8	-5	5
c1ccc(CNc2nc(-c3cccnc3)cs2)cc1	4	-34	-0.1	3	2	1	-5	10	9	-9
CC(NC(=S)NC1CCCCC1)C(c1ccccc1)N1CCOCC1 (centres undefined)	-7	17	2.3	1	-1	1	-2	8	-9	9
COc1ccc(CN2C(=O)CC(Cc3cc(C)cc(C)c3)C2=O)cc1OC (centres undefined)	1	23	0.0	3	0	-1	4	6	2	-2
O=C(NCc1ccccn1)c1cc(-c2ccccc2Cl)nc2ccccc12	-4	4	0.6	-1	2	1	-12	-13	-6	6
CCOc1ccc(NS(=O)(=O)c2cc(OC)ccc2OC)cc1	-2	38	-0.1	-1	·	0	13	5	-13	13
O=C(/C=C/c1cccs1)N1CCN(c2ccc(O)cc2)CC1	4	54	-0.2	2	6	0	-5	9	6	-6
Cc1cc(C)n(C(=O)CNc2cccc(Cl)c2C)n1	8	-2	-0.1	-2	-3	-2	-4	-6	-21	21
CC(=O)Nc1cc(C(F)(F)F)ccc1OCC1CCCO1 (centres undefined)	-3	-8	0.3	-1	-2	0	-3	-5	-6	6
Cc1ccnc(NC(=O)c2ccc(NC(=O)c3ccco3)cc2)c1	1	-5	0.6	-4	0	-1	-9	-15	-54	54
CC1(C)CC(=O)C2=C(C1)N(CC1CCCO1)C(=O)C2(O)C(F)(F)F (centres undefined)	0	2	-0.3	4	-2	1	-7	3	56	-56
COc1cccc(C(=O)Oc2ccc3ccc(=O)oc3c2)c1	-5	11	0.8	-3	5	2	-8	-5	2	-2
O=C1C2CC3N1CCC31c3ccccc3-n3c1c2ccc3=O (centres undefined)	-4	-5	0.1	0	8	-3	-8	-13	21	-21
CCOc1ccc(S(=O)(=O)/N=C(/Nc2ccc(OC)cc2)c2ccccc2)cc1	-4	17	-1.1	0	2	0	-7	-3	8	-8
O=c1oc2ccccc2cc1-c1nnc(NCc2ccco2)s1	-4	13	0.5	-1	0	1	-5	-6	-10	10
CCCn1c(SCC(=O)Nc2ccc3c(c2)OCCO3)n[nH]c1=O	-8	5	-0.3	0	-2	2	-1	-7	25	-25
COc1ccc(CN(CC(=O)NCCc2ccccc2)C(=O)CCC(=O)Nc2ccccn2)cc1	-7	-13	0.2	2	1	0	-4	-4	3	-3
CCOC(=O)c1c(C)[nH]c(C(=O)N2CCCC(C(=O)c3cccc(OC)c3)C2)c1C (centres undefined)	-10	0	0.9	0	14	2	-7	-2	-8	8
O=C(NC1CCCCC1)c1cc2nc3c(c(C(F)(F)F)n2n1)CCCC3	5	10	-0.2	-7	-1	-4	-9	-12	-16	16
Cc1ccccc1C(=O)Nc1cccc(-c2ccc3nncn3n2)c1	10	-4	-1.2	2	·	1	3	-6	-15	15
O=C(C1CCCN1S(=O)(=O)c1ccc(Cl)cc1)N1CCOCC1 (centres undefined)	-4	19	-1.1	1	-1	-1	3	8	22	-22
COc1ccc(CCNC(=O)Cn2nnc(C(=O)Nc3cc(C)ccc3C)c2N)cc1OC	-1	4	1.1	-2	7	0	-8	-8	-56	56
CN1C(=O)c2ccc(NC(=O)c3cccc(N4C(=O)CCC4=O)c3)cc2C1=O	-2	-10	0.0	-4	-1	2	-3	-3	-13	13
CCC(C)NC(=O)CNC(=O)c1nn(-c2ccc(OC)cc2)c(=O)c2ccccc12 (centres undefined)	0	-4	0.3	0	-1	1	-5	-8	14	-14
COc1ccc(NC(=O)CSc2c3c(nc4ccccc24)CCC3)c(OC)c1	-9	-7	-0.5	-16	-1	-4	-21	-21	1	-1
COc1ccc(S(=O)(=O)N(CC(=O)O)Cc2ccccc2)cc1OC	6	25	0.8	-1	·	1	4	2	19	-19
CCCCC/C=C/C1=CC(=O)C[C@H](c2ccc(OC)cc2)C1	-5	38	-1.3	4	·	-5	-3	4	27	-27
COc1ccccc1CNC(=O)CN(C)S(=O)(=O)c1ccc2c(c1)n(C)c(=O)c(=O)n2C	-1	6	-0.6	-1	1	0	-2	-13	11	-11
CSc1sc(C(=O)O)c2c1C(=O)CCC2	-9	8	0.2	3	0	0	-15	-7	18	-18

Shown comma-delimited: entries from further up
structure,PKA-R2B act,Arr AP2 block,C-LANA FP,Keap1-Nrf2 PPI,NSD2 inh,DAGLB inhibitor,RTF Ca sens inh,PvdQ acylase,SR-BI DiI-HDL act,SR-BI DiI inh
O=c1oc2ccccc2cc1-c1nnc(NCc2ccco2)s1,-4,13,0.5,-1,0,1,-5,-6,-10,10
CCCn1c(SCC(=O)Nc2ccc3c(c2)OCCO3)n[nH]c1=O,-8,5,-0.3,0,-2,2,-1,-7,25,-25
COc1ccc(CN(CC(=O)NCCc2ccccc2)C(=O)CCC(=O)Nc2ccccn2)cc1,-7,-13,0.2,2,1,0,-4,-4,3,-3
CCOC(=O)c1c(C)[nH]c(C(=O)N2CCCC(C(=O)c3cccc(OC)c3)C2)c1C (centres undefined),-10,0,0.9,0,14,2,-7,-2,-8,8
O=C(NC1CCCCC1)c1cc2nc3c(c(C(F)(F)F)n2n1)CCCC3,5,10,-0.2,-7,-1,-4,-9,-12,-16,16
Cc1ccccc1C(=O)Nc1cccc(-c2ccc3nncn3n2)c1,10,-4,-1.2,2,·,1,3,-6,-15,15
O=C(C1CCCN1S(=O)(=O)c1ccc(Cl)cc1)N1CCOCC1 (centres undefined),-4,19,-1.1,1,-1,-1,3,8,22,-22
COc1ccc(CCNC(=O)Cn2nnc(C(=O)Nc3cc(C)ccc3C)c2N)cc1OC,-1,4,1.1,-2,7,0,-8,-8,-56,56
CN1C(=O)c2ccc(NC(=O)c3cccc(N4C(=O)CCC4=O)c3)cc2C1=O,-2,-10,0.0,-4,-1,2,-3,-3,-13,13
CCC(C)NC(=O)CNC(=O)c1nn(-c2ccc(OC)cc2)c(=O)c2ccccc12 (centres undefined),0,-4,0.3,0,-1,1,-5,-8,14,-14
COc1ccc(NC(=O)CSc2c3c(nc4ccccc24)CCC3)c(OC)c1,-9,-7,-0.5,-16,-1,-4,-21,-21,1,-1

(list continues)
SMILES	PKA-R2B act	Arr AP2 block	C-LANA FP	Keap1-Nrf2 PPI	NSD2 inh	DAGLB inhibitor	RTF Ca sens inh	PvdQ acylase	SR-BI DiI-HDL act	SR-BI DiI inh
COc1ccc(-c2coc3cc(O)cc(O)c3c2=O)cc1OC	-7	1	-1.2	1	·	-5	-11	-8	·	·
C=CCN(c1ccccc1)S(=O)(=O)c1cc2c(cc1C)N(C)CCO2	-2	18	-1.5	0	·	2	-4	-8	1	-1
CN(CC(=O)Nc1ccccc1C(F)(F)F)C(=O)c1cc([N+](=O)[O-])ccc1N1CCOCC1	5	-17	1.1	2	-5	2	3	-6	-2	2
O=C(NCc1nc2ccccc2[nH]1)C1=C[C@H](c2ccccc2)C[C@H](OCCCCO)O1	-3	2	-1.1	-3	·	-1	-3	-14	1	-2
CCOc1ccc(-n2c(SCC(N)=O)nc3c(c2=O)SCC3)cc1	-5	24	-1.5	2	·	-3	7	3	6	-6
Cc1ccc(O)c(NC2=C(Cl)C(=O)N(Cc3ccccc3)C2=O)c1	17	37	-1.6	-1	1	4	-2	5	-77	77*
O=C(O)c1ccc(C=NN=C2c3ccccc3-c3ccccc32)cc1	0	0	-2.5	-7	4	5	3	-9	2	-2
CCCCOC(=O)c1ccc(OC(=O)c2cccnc2)cc1	-3	28	-0.5	-2	-3	-7	-8	0	12	-12
CN(C)Cc1c(O)ccc2ccccc12	0	12	-1.7	3	·	1	-14	-12	·	·
CCC1=NN(C(=O)Cc2ccc(OC)c(OC)c2)C(O)(C(F)(F)F)C1 (centres undefined)	0	-8	0.1	-5	35	-1	-7	-11	0	0
CCc1noc(C)c1C(=O)N(CC)CC(=O)Nc1ccccc1C(F)(F)F	-1	6	0.0	-4	45	0	-5	-11	5	-5
Cn1c2c(c(=O)c3ccccc31)CCC(C)(C)O2	-10	0	1.9	0	3	-3	-3	-12	20	-20
COc1ccccc1C(=O)NC(CCSC)C(=O)N1CCC(Cc2ccccc2)CC1 (centres undefined)	-8	20	-1.1	3	3	-8	-6	4	-23	23
CC(C)Oc1ccc(OCCCN2CCCCCC2)cc1	-2	-3	-2.7	-1	11	-5	-6	-10	39	-39
Cc1cccc(C(=O)Nc2ccc(O)cc2C(=O)O)c1	-2	7	-0.5	-6	4	4	-11	-3	-2	2
CC1=NN(c2ccc(F)cc2)C(=O)C1C(c1cccc(O)c1)c1c(C)[nH]n(-c2ccc(F)cc2)c1=O (centres undefined)	0	29	0.0	3	8	3	-3	-7	25	-25
Cc1nn(C)cc1/C=N\NC(=O)c1csc2c1CCCC2	5	7	1.5	-4	2	0	-2	-10	1	-1
CC1Cc2nc(SCC(=O)Nc3nccs3)n(Cc3ccccc3)c(=O)c2S1 (centres undefined)	-1	8	-0.7	-2	·	1	2	8	10	-10
COc1ccc2[nH]c3nc(SCC(=O)NNC(=O)c4ccc(OC)c(OC)c4)nnc3c2c1	2	14	2.1	-9	-4	-1	-9	-25	-2	2
Cc1ccc(CS(=O)(=O)CCC(=O)NCc2ccc(F)cc2)cc1	-2	-9	0.6	4	-2	-2	0	-12	-10	10
Cc1ccc(NC(=S)NCCO)c(C)c1	4	3	-0.4	-5	1	-2	-4	-8	-12	12
COc1ccccc1OCC(=O)N1CC2(C)CC1CC(C)(C)C2 (centres undefined)	-11	3	-0.1	2	-4	-3	5	-6	6	-6
O=C1/C(=C\c2ccccn2)SC(=S)N1c1ccc(S(=O)(=O)Nc2nccs2)cc1	5	2	-0.9	-4	2	13	-10	-10	1	-1
Cn1c(=O)[nH]c(=O)c2c1[nH]c(=S)n2Cc1ccc(Cl)cc1	9	-10	2.1	-1	·	5	-6	-9	9	-9
CC1Sc2ccc(S(=O)(=O)N3CCC(C(=O)NCc4ccc(Cl)cc4)CC3)cc2NC1=O (centres undefined)	12	-3	0.7	-8	-3	0	-10	-9	13	-13
